Screening results: PubChem, NCI
yeast rad50 – NCI yeast anticancer drug screen, S. cerevisiae rad50 strain | 10% of 79,000 active | % growth inhibition at 50 µM;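 also: 0% = growth of vehicle-only cultures of the same strain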
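Compounds were tested on a yeast strain with an engineered DNA damage repair alteration; the reported value is growth inhibition normalised to vehicle treatment.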
yeast mec2-1 – NCI yeast anticancer drug screen, S. cerevisiae mec2-1 strain; AID 157; 9% of 79,000 active; % growth inhibition at 50 µM;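 also: 0% = growth of vehicle-only cultures of the same strain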
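Yeast mec2-1 mutant treated with compound. Readout: growth inhibition vs vehicle controls.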
sgs1 mgt1 – NCI yeast anticancer drug screen, S. cerevisiae sgs1 mgt1 strain; % growth inhibition at 50 µM; 10% of 78,000 active;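 also: 0% = growth of vehicle-only cultures of the same strain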
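Compounds are added to genetically altered yeast, and growth is compared with cultures given vehicle alone to give percent inhibition.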
mlh1 rad18 – NCI yeast anticancer drug screen, S. cerevisiae mlh1 rad18 strain; AID 175; growth inhibition, % at 50 µM; 11% of 79,000 active;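 also: 0% = growth of vehicle-only cultures of the same strain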
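In this whole-cell yeast screen, a strain with altered DNA damage repair is challenged with compound, and its growth is measured against matched vehicle-treated controls.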
bub3 – NCI yeast anticancer drug screen, S. cerevisiae bub3 mutant strain; growth inhibition, % at 50 µM; 9.9% of 78,000 active;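 also: 0% = growth of vehicle-only cultures of the same strain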
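Part of a panel of yeast mutants defective in DNA damage repair or cell cycle regulation. Each strain is grown with compound, and inhibition is calculated relative to solvent-treated cultures.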
yeast cln2 rad14 – NCI yeast anticancer drug screen, S. cerevisiae cln2 rad14 strain; growth inhibition, % at 50 µM; AID 165; 8.3% of 78,000 active;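 also: 0% = growth of vehicle-only cultures of the same strain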
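Each compound was tested on cln2 rad14 yeast. Inhibition of growth was calculated against vehicle-exposed controls.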
The depositor's hits bear a star; x = not tested or not shown; & = joins results of further samples. Rule as the data show it: active = growth inhibition above about 70%; inactive = the rest.

The first twelve entries as a preview:
SMILES | yeast rad50 | yeast mec2-1 | sgs1 mgt1 | mlh1 rad18 | bub3 | yeast cln2 rad14
COc1cc(/C=C/C2=C(C)C(=O)CC(c3cc(OC)c(OC)c(OC)c3)C2C)cc(OC)c1OC (stereo not given) | -6 | -2 | 15 | 43 | 2 | 76*
COc1ccc2c(c1)nc1ccc(Cl)cc1[n+]2C | 82* | 84* | 82* | 89* | 92* | 83*
Cc1cc(Cl)c(Br)cc1C | 16 | 15 | -1 | 17 | 8 | 62
Cc1cc(=O)n(-c2c(C)cccc2Cl)c(/C=C(\O)c2ccncc2)n1 | 4 | -3 | 4 | 3 | 4 | 8
CC(=C\c1ccccc1)/C=C(\C#N)C(N)=O | 4 | -14 | -8 | 0 | -8 | 10
CCN(CC)C(=O)c1cncc(C(N)=O)c1 | 5 | -15 | 28 | 14 | 13 | 11
O=C(O)C(C(=O)Nc1ccccc1)c1ccccc1 (stereo not given) | -2 | -13 | 4 | -7 | 16 | -38
COC1OC(C(O)CO)C(O)C(O)C1O (stereo not given) | x | 12&14&9&24 | 9&14&8&12 | 18&25&9&28 | x | x
CCOC(=O)CC1CCCCC1 | -2 | 1 | -3 | 3 | 7 | -1
CN1c2ccccc2C(c2ccccc2)c2ccc(Nc3ccccc3)cc21 (stereo not given) | 98* | 100* | 100* | 99* | 99* | 99*
C=C(Cl)C(C)(Cl)CCC(Cl)C(C)C (stereo not given) | 19 | 9 | 1 | -13 | -1 | 27
CC=C(/C(=C/C)c1ccc(O)cc1)c1ccc(O)cc1 | -18 | -48 | 2 | 2 | -41 | 7

This part in full, from the start:
SMILES | yeast rad50 | yeast mec2-1 | sgs1 mgt1 | mlh1 rad18 | bub3 | yeast cln2 rad14
COc1cc(/C=C/C2=C(C)C(=O)CC(c3cc(OC)c(OC)c(OC)c3)C2C)cc(OC)c1OC (stereo not given) | -6 | -2 | 15 | 43 | 2 | 76*
COc1ccc2c(c1)nc1ccc(Cl)cc1[n+]2C | 82* | 84* | 82* | 89* | 92* | 83*
Cc1cc(Cl)c(Br)cc1C | 16 | 15 | -1 | 17 | 8 | 62
Cc1cc(=O)n(-c2c(C)cccc2Cl)c(/C=C(\O)c2ccncc2)n1 | 4 | -3 | 4 | 3 | 4 | 8
CC(=C\c1ccccc1)/C=C(\C#N)C(N)=O | 4 | -14 | -8 | 0 | -8 | 10
CCN(CC)C(=O)c1cncc(C(N)=O)c1 | 5 | -15 | 28 | 14 | 13 | 11
O=C(O)C(C(=O)Nc1ccccc1)c1ccccc1 (stereo not given) | -2 | -13 | 4 | -7 | 16 | -38
COC1OC(C(O)CO)C(O)C(O)C1O (stereo not given) | x | 12&14&9&24 | 9&14&8&12 | 18&25&9&28 | x | x
CCOC(=O)CC1CCCCC1 | -2 | 1 | -3 | 3 | 7 | -1
CN1c2ccccc2C(c2ccccc2)c2ccc(Nc3ccccc3)cc21 (stereo not given) | 98* | 100* | 100* | 99* | 99* | 99*
C=C(Cl)C(C)(Cl)CCC(Cl)C(C)C (stereo not given) | 19 | 9 | 1 | -13 | -1 | 27
CC=C(/C(=C/C)c1ccc(O)cc1)c1ccc(O)cc1 | -18 | -48 | 2 | 2 | -41 | 7
COC(=O)CC1c2cc(OC)c3cccc(OC)c3c2CCC1(C)C(=O)OC (stereo not given) | 46 | 18 | 93* | 14 | 77* | 73*
CCOC(=O)C1(n2[nH]c(=O)n(-c3ccccc3)c2=O)CC(C)(C)OC1=O (stereo not given) | -40 | 43 | 43 | 31 | 43 | 8
CCC(=O)c1cc([N+](=O)[O-])c(Br)s1 | 100* | 100* | 100* | 99* | 99* | 99*
CCN(CC)CC(O)C1c2ccccc2N(C(C)=O)c2ccccc21 (stereo not given) | 4 | -8 | 8 | 26 | 3 | 6
c1ccc(C2=NNC3c4ccccc4-c4ccccc4N3C2)cc1 (stereo not given) | 85* | 12 | 1 | 34 | 41 | 20
CN(c1ccccc1)S(=O)(=O)c1cccc([N+](=O)[O-])c1 | -25 | -44 | 0 | -2 | 24 | -10
CCC(C)NCCOC(=O)Nc1ccccc1 (stereo not given) | 2 | 5 | -7 | 5 | 5 | -35
C[C@@H]1C2c3ccccc3C(c3ccccc32)[C@H]1C | 16 | 13 | 5 | 15 | 4 | -4
C1=Nc2ccccc2/C1=C/c1cccs1 | 36 | 37 | 12 | 49 | 13 | -47
C[C@]12CCc3nonc3C1CC[C@@H]1C2CC[C@]2(C)NC(=O)CCC12 (stereo not given in full) | 33 | 10 | 65 | 35 | 11 | 36
CCOc1ccc(-c2nc(-c3oc4ccccc4c(=O)c3OC(C)=O)cs2)cc1 | -5 | 1 | 2 | 9 | -6 | -3
CC(C)/C(Cl)=N/OC(=O)Nc1ccc(Cl)c(Cl)c1 | 86* | 91* | 92* | 83* | 89* | 85*
COc1ccc(CCc2ccc(OC)c(OCc3ccccc3)c2)cc1COc1ccccc1 | 42 | 0 | 22 | 6 | -2 | 4
O=C(O)c1cccc(SSc2cccc(C(=O)O)c2)c1 | 21 | -2 | -9 | 12 | 10 | 58
CC1CCOC(c2ccccc2)O1 (stereo not given) | 18&-6 | 11&-18 | -3&-6 | -1&-5 | -16&2 | -44&-46
COc1cc(/C=C2\S/C(=N/Nc3nc(-c4ccc(Br)cc4)cs3)NC2=O)cc(OC)c1OC | 85* | 76* | 98* | 92* | 95* | 80*
CCc1cccc(CC)c1N1C(=O)C(=O)C(C(C)=O)C1=O (stereo not given) | -4 | -4 | 8 | 8 | -1 | -24
CCC(C)CN1C(=O)NC(C)(Cc2ccccc2)C1=O (stereo not given) | 19 | 1 | 1 | 4 | 8 | 17
O=C(NCCCN1CCN(CCCNC(=O)c2cc(-c3ccccc3)nc3ccccc23)CC1)c1cc(-c2ccccc2)nc2ccccc12 | 85* | 89* | 9 | 82* | 86* | 86*
O=C1c2c(ccc3c2CCC3)CC1Cc1ccc2c(c1)CCC2 (stereo not given) | -24 | -18 | -20 | -47 | -9 | -32
Cc1ccc2c(c1)c(C)c(C)c(=O)n2C | 21 | -9 | -2 | 10 | 2 | 13
COc1ccc(/C=C2\CCC(C)(CN(C)C)C2=O)cc1OC (stereo not given) | 15 | -16 | 6 | 21 | -7 | 7
CC1CCCCN1P(N1CCCCC1C)N1CCCCC1C (stereo not given) | 36 | 20 | 29 | 34 | 23 | 26
Cc1nc(N)sc1C(=O)/C=C/c1ccc([N+](=O)[O-])cc1 | 16 | -3 | -16 | 9 | 15 | 21
COc1cccc2sc(-n3c(C)nc4ccccc4c3=O)nc12 | 34 | 12 | 55 | 41 | 52 | 18
CCCCNC(=O)CCC(=O)OCCC | 2 | 18 | -1 | -14 | -6 | -18
C1CCN(c2nsc(N3CCCCC3)n2)CC1 | -14 | -5 | 3 | 18 | -15 | -52
CC(=O)OCCn1c([N+](=O)[O-])cnc1/C=[N+](/C)[O-] | 11 | 17 | 17 | 33 | 10 | 2
Cc1c(NC=O)c(=O)n(-c2ccccc2)n1C | -11 | -33 | 33 | 34 | 14 | 4
Oc1cccc2ccncc12 | 29 | 20 | 22 | 58 | 21 | 9
O=C1C(CN2CCCC2)CCC1CN1CCCC1 (stereo not given) | -12 | -14 | -12 | 2 | -10 | -3
O=C(O)CCC(=O)NNC(=O)CCC(=O)O | 16 | -2 | 4 | -22 | 14 | -8
C/C(=N\NC(=S)NC(C)C)c1nc2ncccc2[nH]1 | -14 | -18 | -57 | -26 | 18 | -29
CCC(C)CCC(=O)C(C)C(=O)O (stereo not given) | 6 | 3 | 3 | 0 | 4 | -11
CC(C(=O)O)[C@H]1CC[C@H]2[C@@H]3CCC4=CC(=O)CC[C@]4(C)[C@H]3CC[C@]12C (stereo not given in full) | -4 | -6 | 7 | -10 | 2 | -47
O=[N+]([O-])c1cccs1 | -12 | 9 | -18 | -11 | -19 | 36
C[C@@]12CCC[C@H]1[C@@H]1CCC3=CC(=O)CC[C@]3(C)[C@H]1CC2 | 4 | 1 | -6 | 1 | 11 | -27
[O-]/[N+](=N\Nc1ccccc1)c1ccccc1 | -6 | -19 | 15 | 11 | 45 | -11
NC(=S)N/N=C/c1ccc(Cl)cc1Cl | 66 | 43 | 36 | 39 | 45 | 28
COc1ccc(/C=N/Nc2c([N+](=O)[O-])cc(C)cc2[N+](=O)[O-])cc1 | 35 | 13 | 16 | 8 | 12 | 13
CCOc1ccccc1C(=O)O | 13 | 6 | 14 | 11 | -12 | 11
O=C(C[n+]1cccc(Cl)c1)c1cccc([N+](=O)[O-])c1 | -26 | -7 | -9 | -5 | 5 | -4
C[N+](C)(C)c1ccc(C(=O)[O-])cc1 | 4 | 19 | 0 | 8 | 16 | 1
Cc1cc(C)nc(/N=C(/N)Nc2ccc(S(=O)(=O)NC(=O)Nc3ccccc3)cc2)n1 | 22 | 3 | 6 | -4 | 0 | 2
Cc1ccc(-c2c(C#N)c(-c3ccccc3)c(C#N)c(=O)n2NS(=O)(=O)c2ccc(C)cc2)cc1 | 4 | 28 | 17 | 23 | 18 | 19
CCB1OC2C(COC(C)=O)OC(OC(C)=O)C2O1 (stereo not given) | -7 | -10 | -10 | -10 | -7 | -9
C=CCn1c2c(sc1=S)C(S)N=CN2 (stereo not given) | -7 | -4 | 20 | 5 | 20 | 16
O=C(O)C(Br)C(Br)C(=O)Nc1ccc(Cl)c(Cl)c1 (stereo not given) | 96* | 98* | 97* | 96* | 99* | 85*

(listing goes on)
SMILES | yeast rad50 | yeast mec2-1 | sgs1 mgt1 | mlh1 rad18 | bub3 | yeast cln2 rad14
COC(=O)[C@]1(C)CCC[C@@]2(C)[C@H]1CC=C1C=C(C(C)C)CC[C@@H]12 | 50 | 1 | 23 | 24 | -2 | 5
O=C1NC2NC(=O)NC2N1 (stereo not given) | 7 | -27 | -3 | 10 | -2 | -10
Cc1cc2c(C)n(Cc3ccccc3Cl)nc2c(C(=O)O)c1C | 23 | -8 | 12 | 37 | 25 | 20
CCC(NC(C)c1ccccc1)C(=O)c1ccc(OCc2ccccc2)c(OCc2ccccc2)c1 (stereo not given) | -13 | 15 | 28 | -5 | 23 | 0
COc1ccc2c3c([nH]c(=O)c2c1C(=O)O)-c1ccccc1CC3 | -2 | 15 | -5 | 1 | -4 | -5
CC1(C)CC(N(C(=O)/C=C/c2ccc([N+](=O)[O-])o2)C2CCCCC2)CC(C)(C)N1 | 6 | 14 | 40 | 85* | 8 | 25
COc1ccccc1-c1cc(=O)c2cccnc2[nH]1 | -12 | -36 | -55 | -33 | -34 | -40
Oc1ccc(Br)cc1Sc1cc(Br)ccc1O | 88* | 100* | 100* | 100* | 99* | 99*
CC1(O)CCC2(CCC(C)(O)CC2=O)C(=O)C1 (stereo not given) | -8 | -10 | 0 | -15 | -13 | -2
O=C(c1ccccc1)C1Nc2ccc(Cl)cc2C2C=CCC12 (stereo not given) | -1 | -8 | 6 | 15 | 0 | -8
CC(Nc1nc(SCc2ccccc2)c2ncn(C3OC(CO)C(O)C3O)c2n1)C(=O)O (stereo not given) | 2 | 14 | -1 | 8 | 6 | 15
CCOC(=O)N1C2C(c3ccccc3)=NC(C)(C)N2C(c2ccc([N+](=O)[O-])cc2)N1C(=O)OCC (stereo not given) | 18 | -7 | -5 | -3 | -2 | 15
C=CCOC(=O)NCC(=O)NC(C)C(N)=O (stereo not given) | -23 | -14 | -19 | 4 | -6 | 3
CC1CCOC(c2ccc(Cl)cc2Cl)O1 (stereo not given) | 8 | 6 | -1 | 1 | 0 | 10
c1ccc(N(c2ccccc2)C(c2ccccc2)(c2ccccc2)c2ccccc2)cc1 | 13 | -3 | 1 | 8 | -1 | -36
OC1(c2ccc(F)cc2)CCNCC1 | 22 | -8 | 34 | 7 | 19 | 20
O=C(O)/C=C/C(=O)NCc1ccccc1 | 35 | 43 | 48 | 27 | 44 | 1
O=C(CCl)NCC(=O)NC(Cc1ccccc1)C(=O)O (stereo not given) | -1 | -5 | x | 6 | x | x
CCCCc1ccc(Nc2c(C(=O)OCC)cnc3cc4c(cc23)OCO4)cc1 | 5 | -12 | -15 | -17 | 4 | 8
O=C1NC(=O)c2ccccc21 | 21 | 5 | 7 | 18 | -4 | -2
CN1C(=O)C2C=CC1c1ccccc12 (stereo not given) | -1 | -4 | -9 | 3 | -6 | -37
CCOC(=O)n1c2ccccc2c(=O)n1CCO | 98* | 99* | 88* | 50 | 97* | 43
O=C(C(=O)c1cccc(Cl)c1)c1ccccc1 | 21 | 25 | 5 | -5 | -15 | 3
Nc1nc2nc3c(nc2c(=O)[nH]1)CCCC3 | 4 | 1 | 1 | -1 | 2 | -1
COc1ccc(C2=C(Cl)C(=O)N(c3ccc(O)cc3)C(=O)C2(Cl)Cl)cc1 | 58 | 60 | 57 | 58 | 48 | 58
Clc1nc(Cl)nc(Nc2cccc3ccccc23)n1 | 87* | 90* | 87* | 80* | 86* | 71*

No enrichment for hits; overall some 13% were active at least once.
